FBA Mtb inh = inhibits M. tuberculosis FBA enzyme; P9WQA3; 2.3% of 360,000 active; inhibition, % at 1 µM; purified M. tuberculosis FBA, fluorescence read-out; AID 588726; in the data active = inhibition above about 27%;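 note: 0% = vehicle and 100% = reference inhibitor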
FadD28 binding = inhibitors of Mycobacterium tuberculosis FadD28 bisubstrate binding. FadD28 bisubstrate probe binding, fluorescence polarization. inhibition, % at 12.5 µM. 0.22% of 360,000 active. AID 588549; in the data active = inhibition above about 8.5%, passing the limit was not always enough; inconclusive = no clear call, values can overlap the other calls
UGM FP inh = blocks M. tuberculosis UGM enzyme. 0.06% of 320,000 active. purified UGM, fluorescence polarization probe displacement. inhibition, % at 10 µM. AID 504406; in the data active = inhibition above about 10%, passing the limit was not always enough; inconclusive = no clear call, values can overlap the other calls
Target sequence (P9WIQ1 whole entry, looked up): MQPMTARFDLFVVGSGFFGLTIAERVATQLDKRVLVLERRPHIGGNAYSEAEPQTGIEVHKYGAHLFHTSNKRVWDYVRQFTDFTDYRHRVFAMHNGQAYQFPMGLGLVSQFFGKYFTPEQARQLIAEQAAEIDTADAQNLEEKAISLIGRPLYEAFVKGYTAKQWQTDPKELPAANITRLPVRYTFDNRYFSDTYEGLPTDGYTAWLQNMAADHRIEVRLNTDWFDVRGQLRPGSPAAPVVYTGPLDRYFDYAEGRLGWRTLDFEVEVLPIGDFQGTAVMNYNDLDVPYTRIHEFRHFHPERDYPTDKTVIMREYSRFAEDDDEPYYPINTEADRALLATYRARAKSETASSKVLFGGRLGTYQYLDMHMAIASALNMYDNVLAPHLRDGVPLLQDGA
Rv3671c inh = inhibitors of M. tuberculosis serine protease Rv3671c. P9WHR9. inhibition, % at 5.96 µM. 0.048% of 320,000 active. AID 2606; in the data active = inhibition above about 38%;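 note: extracellular domain of Rv3671c used as enzyme; 0% = enzyme with DMSO and 100% = no enzyme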
Target sequence (P9WHR9 whole entry, looked up, the tested form may be a part): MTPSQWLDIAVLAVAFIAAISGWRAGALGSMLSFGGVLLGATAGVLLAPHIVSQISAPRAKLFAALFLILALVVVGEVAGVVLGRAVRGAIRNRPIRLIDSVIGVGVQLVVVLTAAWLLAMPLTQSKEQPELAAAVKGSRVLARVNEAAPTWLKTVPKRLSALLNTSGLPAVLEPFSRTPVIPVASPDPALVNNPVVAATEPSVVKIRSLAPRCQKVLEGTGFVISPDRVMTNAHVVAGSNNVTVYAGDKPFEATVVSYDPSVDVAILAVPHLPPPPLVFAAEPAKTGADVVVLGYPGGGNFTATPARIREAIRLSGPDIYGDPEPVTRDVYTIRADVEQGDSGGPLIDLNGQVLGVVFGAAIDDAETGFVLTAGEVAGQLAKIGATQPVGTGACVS
Mtb BioA inh = inhibitors of Mycobacterium tuberculosis BioA enzyme; inhibition, % at 9.99 µM; AID 602481; purified M. tuberculosis BioA enzyme, plate reader; 0.096% of 360,000 active; in the data active = inhibition above about 40%; inconclusive = no clear call, values can overlap the other calls
MazF activator = MazEF (E. coli) toxin RNase activation; P0AE70; 0.32% of 350,000 active; FAM/BHQ RNA-DNA oligo cleavage fluorescence, 5 h; activation, % at 20 µM; AID 504720; in the data active = activation above about 50%
Target sequence (P0AE70 whole entry, looked up): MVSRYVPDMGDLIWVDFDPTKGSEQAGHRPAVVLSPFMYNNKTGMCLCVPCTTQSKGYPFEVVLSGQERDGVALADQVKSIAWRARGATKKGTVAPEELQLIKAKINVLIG
BoNT F protease = blocks Botulinum neurotoxin F light chain protease; inhibition, % at 10 µM; Multiplex microsphere protease cleavage assay, flow cytometry; 0.22% of 360,000 active; in the data active = inhibition above about 35%, passing the limit was not always enough; inconclusive = no clear call, values can overlap the other calls; note: plate controls were buffer without enzyme for full effect and enzyme alone for no effect
PrPC TRFRET = inhibitors of human cell surface prion protein PrPC. P04156. inhibition, % at 13.8 µM. TR-FRET read-out. 0.43% of 370,000 active. AID 720596; in the data active = inhibition above about 24%; note: 0% = median of the test wells and 100% = reference compound wells
GDH-TPI inh = GDH-TPI coupled enzyme inhibition counter-screen; GDH-TPI coupled enzyme counterscreen, NADH absorbance; inhibition, % at 4.8 µM; 1.2% of 360,000 active; AID 588335; in the data active = inhibition above about 30%;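 note: 0% = DMSO wells and 100% = wells lacking the enzyme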
* marks the source's active call; other numbers are inactive results; ? = inconclusive; nt = not tested or not shown.

SMILES	FBA Mtb inh	FadD28 binding	UGM FP inh	Rv3671c inh	Mtb BioA inh	MazF activator	BoNT F protease	PrPC TRFRET	GDH-TPI inh
CN(Cc1ccccc1)C(=O)c1ccc(NC(=O)Cc2ccc(NC(=O)C3CCCN(C(=O)C4CCC4)C3)cc2)cc1 (stereo not given)	-0.4	-4.1	nt	nt	1.7	9.6	-2.4	1.5	0.9
Cc1sc2ncn(CC(=O)NCc3ccco3)c(=O)c2c1-c1ccccc1	-8.9	-4.9	-0.7	-3.3	nt	7.2	2.0	-0.3	7.4
Cc1ccc(Cn2c(SCC(=O)NCc3ccco3)nc3ccsc3c2=O)cc1	0.1	-0.8	-2.7	-2.8	-0.4	1.8	1.3	6.5	5.4
COc1ccccc1NS(=O)(=O)c1ccc(N/N=C/C=C/c2ccccc2[N+](=O)[O-])c([N+](=O)[O-])c1	-6.0	-0.9	-1.1	0.7	nt	-1.7	-6.7	2.1	12.6
Cc1ccc(C(C(=O)NC2CCCCC2)N(Cc2ccco2)C(=O)Cc2c[nH]c3ccccc23)o1 (stereo not given)	-3.3	-0.6	-0.8	4.4	1.0	-3.1	-23.9	12.2	7.2
CCOc1ccc(CC(=O)NCCS(=O)(=O)N2CCN(c3ccccc3)CC2)cc1	1.1	0.2	1.8	3.2	-0.6	-30.9	?	4.3	-0.3
COc1cccc(CN2CCN(Cc3cc(OC)c(OC)cc3OC)CC2)c1	-0.7	-0.6	0.2	2.2	1.4	-3.9	-3.1	7.4	-1.9
Cc1nn(CCOc2ccccc2)c(=O)n1-c1cccc(F)c1	0.9	-2.0	0.1	5.0	-1.7	-8.8	8.2	2.2	1.2
CN1C(=O)/C(=C/c2ccco2)SC1=Nc1cccc(C(=O)O)c1	7.3	4.4	0.8	11.5	nt	9.9	17.0	nt	15.1
COc1cc(OC)cc(C(=O)NCC(=O)OCC(=O)C(C)(C)C)c1	2.1	-3.6	-3.9	1.0	-4.4	1.4	-1.6	4.4	2.1
O=C(Nc1ccncc1)c1cccn(Cc2ccccc2)c1=O	5.8	-3.9	-0.3	3.1	nt	-2.1	1.1	11.7	17.2
c1ccc(Sc2ncnc3c2oc2ccccc23)cc1	5.0	-0.1	1.2	-1.1	-1.1	-1.0	6.6	nt	1.9
O=C(O)C=C1C2CC3CC(C2)CC1C3	0.3	-2.3	0.0	2.2	1.0	0.7	2.8	-0.4	-5.5
O=C(Nc1ccccc1Oc1ccccc1)c1cc([N+](=O)[O-])ccc1Cl	3.5	-0.2	nt	-13.0	-0.6	-0.5	-10.6	-23.1	9.6
c1ccc2c(c1)COC(CN1CCCCC1)OC2	0.3	1.0	2.5	-3.2	nt	4.0	0.9	9.3	0.6
CC1CCN(C(=O)COC(=O)c2ccc([N+](=O)[O-])o2)CC1	-5.2	-3.4	0.3	-10.8	-1.3	4.9	-3.8	-22.7	2.6
Cc1occc1-c1nnc(SCC(=O)Nc2nccs2)n1Cc1ccco1	-1.1	-3.3	2.1	-8.8	-0.2	2.5	7.0	-4.2	1.9
Cc1ccccc1N1OC2C(=O)N(c3ccc(F)cc3)C(=O)C2C1c1ccccn1 (stereo not given)	2.8	-0.9	-0.3	-2.7	-1.5	-2.4	-5.9	-6.5	3.3
O=C(CN1CCCCC1)c1cccc(Br)c1	-1.1	-0.6	-5.8	-2.1	8.0	1.2	-1.4	4.4	-3.7
C/C(CCC1CC(C)OC1=O)=N\NC(N)=O (stereo not given)	3.9	-0.1	1.1	-1.8	0.2	-0.1	1.4	-2.8	10.3

Single values from above.
In PrPC TRFRET, `Cc1nn(CCOc2ccccc2)c(=O)n1-c1cccc(F)c1` is entered as 2.2
In MazF activator, `CN1C(=O)/C(=C/c2ccco2)SC1=Nc1cccc(C(=O)O)c1` is entered as 9.9

Next compounds follow:
SMILES	FBA Mtb inh	FadD28 binding	UGM FP inh	Rv3671c inh	Mtb BioA inh	MazF activator	BoNT F protease	PrPC TRFRET	GDH-TPI inh
COc1ccccc1N1C(=S)NC2CS(=O)(=O)CC21 (stereo not given)	-0.4	-2.5	1.0	-3.5	nt	9.2	?	-5.6	-8.3
Cc1ccccc1C(=O)NC1CC2CCCC(C1)N2C(=O)Nc1ccccc1 (stereo not given)	-0.6	-3.7	2.3	-2.2	-0.3	8.0	2.6	3.3	5.2
COc1cc2c(c(OCC(=O)NC(C)C)c1)C(=O)O[C@@H](C)CCCC(=O)CCCCC2	0.9	nt	-2.1	-1.1	-1.1	-17.5	21.7	5.3	-1.4
O=C(Cn1nnc(-c2ccc(Cl)cc2)n1)NC1CCS(=O)(=O)C1 (stereo not given)	-1.4	-2.9	0.4	-5.5	-1.0	3.7	-0.6	-6.8	-4.0
CC(NC(=O)Cc1ccccc1)c1ccc(F)cc1 (stereo not given)	1.9	-0.2	2.8	6.0	nt	-2.1	-0.6	9.2	3.3
COc1ccc(CC(=O)OCC(=O)NNC(=O)c2ccccc2)cc1	4.7	-1.2	1.8	-5.8	-0.2	-4.3	nt	2.9	3.8
CCc1nnc(NC(=O)C2(C)COC(c3ccc(OC)cc3)OC2)s1 (stereo not given)	4.0	0.7	1.6	-2.2	nt	7.3	0.3	2.6	5.0
O=C(NC1CCCC1)C1CCCN1C(=O)Oc1ccccc1 (stereo not given)	8.6	1.2	0.9	-0.5	nt	6.6	3.8	-3.9	1.9
Cc1sc2nc(C)n(/N=C/c3ccccc3O)c(=O)c2c1C	0.9	-0.2	-4.2	3.8	1.1	8.8	-7.4	-1.8	10.4
Cc1cc(=O)n2cn[nH]c2n1	-2.0	-2.1	nt	nt	0.6	12.2	2.2	11.8	-7.0
CCOc1ccc(OCC(=O)Nc2cccc(S(=O)(=O)NC3=NCCC3)c2)cc1	0.1	-2.1	nt	nt	0.7	0.9	7.1	11.0	7.3
Cc1ccc(NC2=NCCCS2)cc1Cl	-7.7	-2.5	-0.8	-3.0	0.5	0.6	-8.5	7.0	-3.7
O=C(NCC(c1ccco1)N1CCCC1)c1cccc(S(=O)(=O)Nc2ccc(F)cc2)c1 (stereo not given)	-1.1	-0.8	-1.4	1.2	-2.3	-1.5	-11.0	-0.6	-5.4
CN(C)n1cccc1/C=C(\C#N)S(=O)(=O)c1ccc(Cl)cc1	0.7	-1.2	-1.4	-7.6	-0.6	14.0	3.1	-5.5	3.7
COc1ccc(C=NNC(=O)c2ccccc2NS(=O)(=O)c2cccs2)cc1O	4.1	-2.7	-0.9	1.0	-0.8	4.8	-10.3	9.3	25.8
COc1cc2ccccc2cc1C(=O)Nc1sc2c(c1C(N)=O)CCN(C(C)C)C2	0.7	-7.8	3.5	-10.0	-1.7	nt	4.8	17.6	14.1
Cc1ccc(N2C(=O)CC(Cc3cc(C)cc(C)c3)C2=O)cc1 (stereo not given)	-0.5	-4.8	-1.5	7.5	0.0	1.6	-2.2	-2.0	-4.3
COc1cccc(C(=O)Nc2ccc3c(c2)C(=O)N(CC2CCCO2)C3=O)c1 (stereo not given)	-1.5	-5.6	2.9	-8.0	2.4	5.8	0.6	-8.7	4.4
CCCC(C(=O)NCc1ccco1)N(Cc1ccco1)C(=O)CNS(=O)(=O)c1ccccc1 (stereo not given)	-0.3	-2.3	0.1	1.9	-0.2	4.5	1.5	4.1	-2.7
O=C1CCC(=O)N1CC(=O)N1c2ccccc2Sc2ccccc21	0.5	-5.3	1.3	-1.9	-0.9	9.3	5.3	6.7	-5.6
Cc1cccc(N2CCN(C(=O)CCNS(=O)(=O)c3ccc4c(c3)oc(=O)n4C)CC2)c1C	1.3	-2.1	-2.2	3.9	0.3	-1.4	nt	6.0	-6.1
CCc1ccc[n+](-c2nc3ccccc3nc2C(=C=[N-])C#N)c1	3.9	0.2	0.9	-2.2	nt	577.6*	7.6	-11.6	5.6
COc1cc(C(=O)OCc2cc(=O)oc3c(C)c(C)ccc23)ccc1OC(F)F	0.8	-3.2	-0.7	-6.0	0.4	-12.5	-28.6	2.2	-1.5
COc1ccc(C(=O)C2CCCN(C(=O)c3c4c(nn3C)CCCC4)C2)cc1F (stereo not given)	0.6	-0.4	4.4	-2.8	nt	2.9	-3.2	-5.8	7.0
COc1ccc(C(C)=O)cc1CN1C(=O)C(C)ON=C1c1ccccn1 (stereo not given)	1.7	-1.6	nt	nt	12.3	nt	-6.5	-5.2	5.3
CCCn1nnnc1NCc1ccc(SC)cc1	-0.4	-3.0	0.0	7.2	-1.1	10.0	?	7.2	8.9
Cc1ccc(CCNC(=O)CCS(=O)(=O)Cc2ccc(C)cc2)cc1	-0.8	nt	-1.5	12.1	-0.9	3.9	0.3	-2.4	1.4
CCCN1CCC(NC(=O)Cc2ccccc2OC)CC1	1.8	0.4	-1.6	1.6	-2.2	6.3	-17.9	-2.2	6.5
Cc1ccc(S(=O)(=O)CCC(=O)Nc2cc(Cl)ccc2-n2cncn2)cc1	1.4	-0.2	-0.8	3.5	nt	1.7	?	-1.9	0.7
Cc1sc2ncn(CC(=O)N(CC(=O)NC3CCCC3)Cc3cccs3)c(=O)c2c1C	0.1	1.1	-0.2	12.0	0.1	-11.7	-5.4	nt	-3.4
CCOC(=O)C1(Cc2ccc(Cl)cc2)CCN(C2CCC2)CC1	0.3	-5.9	0.8	4.7	1.4	2.6	11.8	-0.8	-3.4
O=C(O)c1ccccc1C(=O)Nc1nc(-c2ccccc2)cs1	-0.5	-1.0	-1.0	2.8	-1.8	-3.3	?	10.5	11.2
Cc1c(N(C)C(=O)C23CC4CC(CC(C4)C2)C3)c(=O)n(-c2ccccc2)n1C	1.7	-0.3	0.9	1.4	-3.1	2.4	1.7	-2.9	0.0
O=C(Nc1cccc(Cl)c1)Nc1ccccc1-n1ccnc1	-4.0	-0.9	-0.3	5.0	0.2	-2.1	-0.8	-2.3	6.2
C=CCn1c(=O)c(CCC(=O)Nc2ccc(N3CCOCC3)cc2)nc2cc(C(F)(F)F)ccc21	1.6	-1.2	0.8	-0.6	-0.7	3.9	0.2	-5.7	5.2
C#CCOc1c(Cl)cc(/C=C2/C(=O)ON=C2C)cc1OCC	-1.9	-1.6	1.8	-13.4	1.5	-2.8	-8.3	-9.2	6.9
Cc1ccc(Cl)cc1N1CCN(C2CCCCC2NS(=O)(=O)c2ccccc2)CC1 (stereo not given)	-1.1	-4.0	3.3	-1.1	0.2	8.9	1.0	nt	-1.7
CC1(C)C(=O)CCC2C1=CCC1C2CCC2(C)C(O)CCC12 (stereo not given)	-6.3	-3.9	nt	nt	-0.4	14.4	6.2	6.5	2.5
CCc1nc2oc3ccccc3c(=O)c2c(=O)n1Cc1ccc(OC)cc1	1.9	-1.6	-0.4	1.4	2.0	-6.3	-3.8	-1.8	3.2
CCOc1ccccc1C(=O)NCCCCNC(=O)c1ccccc1OCC	1.8	-0.2	0.0	3.4	11.1	1.6	5.0	7.7	-4.8
NS(=O)(=O)c1ccc(NC(=O)c2ccc(F)cc2F)c(NC(=O)c2ccc(F)cc2F)c1	-0.7	-0.7	2.9	-0.5	-1.9	-3.2	-0.1	-2.8	9.8
Brc1cc(Cc2nnc(-c3ccccc3)o2)c(Br)s1	-2.3	1.4	-1.5	6.2	nt	-2.5	?	6.1	1.1
O=[N+]([O-])/C(Cl)=C(/NCCO)C(Cl)=C(Cl)Cl	1.6	-0.9	nt	nt	nt	-2.9	1.9	7.5	17.2

Some of these compounds in order of SMILES length, smallest number first:
SMILES	FBA Mtb inh	FadD28 binding	UGM FP inh	Rv3671c inh	Mtb BioA inh	MazF activator	BoNT F protease	PrPC TRFRET	GDH-TPI inh
CCCn1nnnc1NCc1ccc(SC)cc1	-0.4	-3.0	0.0	7.2	-1.1	10.0	?	7.2	8.9
CCCN1CCC(NC(=O)Cc2ccccc2OC)CC1	1.8	0.4	-1.6	1.6	-2.2	6.3	-17.9	-2.2	6.5
CCOC(=O)C1(Cc2ccc(Cl)cc2)CCN(C2CCC2)CC1	0.3	-5.9	0.8	4.7	1.4	2.6	11.8	-0.8	-3.4
Cc1ccc(CCNC(=O)CCS(=O)(=O)Cc2ccc(C)cc2)cc1	-0.8	nt	-1.5	12.1	-0.9	3.9	0.3	-2.4	1.4
COc1ccc(C(=O)C2CCCN(C(=O)c3c4c(nn3C)CCCC4)C2)cc1F (stereo not given)	0.6	-0.4	4.4	-2.8	nt	2.9	-3.2	-5.8	7.0
Cc1c(N(C)C(=O)C23CC4CC(CC(C4)C2)C3)c(=O)n(-c2ccccc2)n1C	1.7	-0.3	0.9	1.4	-3.1	2.4	1.7	-2.9	0.0
